# Bioassay records: PubChem BioAssay, several laboratories
# TROY NFkB inh – TROY signaling inhibition | Q293 LMP1-TROYcd NF-kB luciferase reporter, 4 h | inhibition, % at 10 µM | 360,000 tested, 0.98% active;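 active = compounds whose plate-normalised and pattern-corrected inhibition of the luciferase reporter signal at the single screening dose is 50% or more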
# LMP1 NFkB inh – inhibitors of Epstein-Barr LMP1-induced NF-kappaB reporter. inhibition, % at 12.5 µM. AID 504558. 350,000 tested, 0.69% active. LMP1-induced NF-kappaB luciferase reporter cells, luminescence; in the data active = inhibition above about 41%;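 also: 0% = neutral control wells and 100% = reference inhibitor control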
# Shn3 3UTR inh – inhibitors of Schnurri-3 3'UTR reporter in osteoblasts; Clone20 osteoblast Shn3 3'UTR firefly luciferase, 24 h; inhibition, % at 12.5 µM; 360,000 tested, 0.52% active; AID 588674;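 active = mean inhibition of at least 75% with every replicate also reaching 75%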;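 also: 0% = median of neutral control wells and 100% = pilot-screen positive control compound; some compounds past the cut are filed as inactive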
# TWEAK-Fn14 inh – inhibitors of TWEAK-Fn14 interaction signaling. TWEAK-stimulated Fn14 reporter cells, luciferase luminescence, 8 h. 360,000 tested, 2% active. inhibition, % at 10 µM; in the data active = inhibition above about 50%
# CF NFkB block – inhibitors of cystic fibrosis induced NF-kB; KKLEB NF-kB-GFP reporter, PAF-induced, GFP fluorescence overnight; inhibition, % at 5 µM; 360,000 tested, 0.86% active;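 active = at least 50% inhibition at 5 µM, scaled per plate between neutral and stimulator controls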;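 also: PAF is a Pseudomonas aeruginosa culture filtrate used as stimulus; plate controls were PAF-stimulated DMSO wells for no effect and unstimulated DMSO wells for full effect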
# NR2F2 inh – inhibitors of human COUP-TFII (NR2F2); HEK293T NGFI-A luciferase reporter, luminescence; inhibition, % at 8.6 µM; 370,000 tested, 0.7% active; AID 686940;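 active = inhibition above a per-plate cutoff, mean inhibition of test wells between control levels plus 3 SD, cut at about 38% in these data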;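 also: cells cotransfected with COUP-TFII expression vector driving the NGFI-A reporter; 0% = median of COUP-TF2 test wells and 100% = reporter-only cells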
# Target sequence (P24468 whole entry, looked up): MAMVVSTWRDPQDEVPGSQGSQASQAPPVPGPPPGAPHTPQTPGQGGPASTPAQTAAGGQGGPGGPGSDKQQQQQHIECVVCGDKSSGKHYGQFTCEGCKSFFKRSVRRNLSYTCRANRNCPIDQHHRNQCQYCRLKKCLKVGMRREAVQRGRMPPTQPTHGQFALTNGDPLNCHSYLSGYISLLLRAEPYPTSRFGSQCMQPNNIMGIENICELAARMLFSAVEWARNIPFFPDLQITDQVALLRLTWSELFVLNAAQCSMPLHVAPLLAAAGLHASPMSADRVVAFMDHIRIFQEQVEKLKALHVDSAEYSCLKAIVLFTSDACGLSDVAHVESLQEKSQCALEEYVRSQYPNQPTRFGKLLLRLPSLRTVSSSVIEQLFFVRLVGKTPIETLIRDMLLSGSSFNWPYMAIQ
# KKLEB tox – CF airway cell cytotoxicity counter-screen | KKLEB CF airway cells viability, ATPlite luminescence, overnight; hits give low values; cells stimulated with P. aeruginosa culture filtrate | activity change (cytotoxicity), % at 5 µM | 360,000 tested, 0.36% active | AID 602141;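 active = corrected activity change at or below -50% at 5 µM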
# NCOA1 inh – inhibitors of human steroid receptor coactivator 1 (SRC1); AID 588354; Q15788; inhibition, % at 3.6 µM; HEK293 GAL4-SRC1 luciferase reporter, luminescence; 360,000 tested, 0.12% active;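 active = inhibition above the campaign mean plus 3 SD, with each screening campaign given its own cutoff, cut at about 60% in these data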;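 also: 0% = DMSO treated cells and 100% = gossypol at 36 µM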
# NCOA3 inh – inhibitors of human steroid receptor coactivator 3 (SRC3); Q9Y6Q9; HEK293 GAL4-SRC3 luciferase reporter, luminescence; inhibition, % at 3.6 µM; 360,000 tested, 0.17% active;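 active = inhibition above a per-campaign cutoff, the mean of all compounds plus 3 SD, cut at about 60% in these data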;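 also: 0% = DMSO-treated cells and 100% = gossypol-treated cells at 36 µM; higher means less SRC3-driven luciferase light from the GAL4 reporter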
# NR5A2 inv ag – NR5A2 inverse agonism in reporter assay | O00482 | HEK293T StAR-luciferase reporter, LRH-1 transfected, 24 h | inhibition, % at 3.6 µM | 360,000 tested, 0.13% active;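 active = inhibition above the mean inhibition of all tested compounds plus 3 SD, cut at about 73% in these data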;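 also: 0% = DMSO wells and 100% = reporter-only cells lacking LRH-1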
# Target sequence (O00482 whole entry, looked up): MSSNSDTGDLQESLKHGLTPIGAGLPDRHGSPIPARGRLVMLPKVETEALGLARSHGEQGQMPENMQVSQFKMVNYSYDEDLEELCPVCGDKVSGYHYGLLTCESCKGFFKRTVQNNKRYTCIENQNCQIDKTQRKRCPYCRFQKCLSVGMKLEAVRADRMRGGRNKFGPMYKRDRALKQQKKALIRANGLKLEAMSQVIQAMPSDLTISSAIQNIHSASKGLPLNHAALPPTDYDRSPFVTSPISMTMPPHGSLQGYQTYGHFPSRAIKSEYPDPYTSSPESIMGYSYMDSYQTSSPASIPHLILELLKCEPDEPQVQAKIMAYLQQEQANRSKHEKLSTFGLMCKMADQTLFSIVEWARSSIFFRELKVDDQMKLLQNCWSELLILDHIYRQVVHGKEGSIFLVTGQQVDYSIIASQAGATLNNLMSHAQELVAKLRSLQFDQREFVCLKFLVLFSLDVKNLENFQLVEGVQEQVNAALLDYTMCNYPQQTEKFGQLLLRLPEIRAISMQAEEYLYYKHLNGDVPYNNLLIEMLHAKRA
# TRAIL sens C8 – sensitizes caspase-8 expressing cells to TRAIL. NB7+C8 cells + TRAIL, ATPlite viability luminescence. inhibition (viability loss, TRAIL sensitization), % at 10 µM. 360,000 tested, 1% active. AID 624354;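 active = compounds causing at least 50% loss of cell viability in the single-dose screen, relative to plate controls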
# * hit, by the source's call; . = not tested or not shown; & = joins results of further samples.
SMILES,TROY NFkB inh,LMP1 NFkB inh,Shn3 3UTR inh,TWEAK-Fn14 inh,CF NFkB block,NR2F2 inh,KKLEB tox,NCOA1 inh,NCOA3 inh,NR5A2 inv ag,TRAIL sens C8
COCOCCn1cc(CN2CCS(=O)(=O)N(Cc3ccc(-c4ccc(Cl)nc4)cc3)C(C(C)C)C2=O)nn1 (stereo unspecified),-6,3,63,8,8,-15,1,-8,-6,-3,-11
O=C(COc1ccc(Cl)cc1)Nc1cc(NC(=O)COc2ccc(Cl)cc2)cc(C(=O)O)c1,1,-11,-8,-11,3,4,6,-24,-10,9,0
COc1ccc(S(=O)(=O)N(C)c2ccc(C(=O)NCc3ccccn3)cc2)cc1,22,-1,-3,7,-17,6,-6,-12,3,-11,-12
CC(C#N)(NC(=O)CN1CCN(S(=O)(=O)c2ccc(Br)cc2Cl)CC1)C1CC1 (stereo unspecified),-17,3,13,7,11,4,-20,-5,3,-18,-5
N#CCC(=O)Nc1ccc(C(=O)Nc2cccc(S(N)(=O)=O)c2)cc1,-12,-2,-3,4,-14,10,2,6,5,0,7
COc1cc2c(cc1OC)C(c1ccc(Br)cc1)N(C(=O)c1ccccc1C(=O)O)CC2 (stereo unspecified),1,-18,0,15,2,-11,7,-6,0,11,10
C[C@@H]1CN([C@H](C)CO)C(=O)CCCn2nncc2CO[C@H]1CN(C)Cc1ccc2c(c1)OCCO2,-1,10,-8,-7,-9,-25,-8,6,1,19,-13
O=C(CN1CCN(CC(=O)c2ccc(Cl)cc2)CC1)c1ccc(Cl)cc1,-7,-4,-14,14,3,4,20,6,-12,-7,-2
Cc1cc(NC(=O)COc2ccc(N(C)S(=O)(=O)c3ccccc3)cc2)no1,4,-5,3,12,3,13,-7,9,17,-2,2
COc1nnc(-c2ccc(N3CCCCC3)c(NC(C)=O)c2)c2ccccc12,-19,20,-6,-16,-3,0,-1,-2,9,-24,-1
CN(c1ccccc1)S(=O)(=O)c1cccc(C(=O)Nc2ncn[nH]2)c1,-7,-3,3,-1,-10,-5,0,-10,7,-23,-31
CCc1cc2cc(C)cc(C)c2[nH]c1=S,-25,1,-2,9,-14,4,8,0,13,-5,4
CN(Cc1c(C(=O)N/N=C/c2ccc(F)cc2)nnn1-c1nonc1N)C1CCCCC1,-18,0,1,-19,3,0,-8,3,-20,-10,5
CCc1noc(C)c1C(=O)N1CCN(c2cccc(Cl)c2)CC1,3,5,-10,11,-5,7,8,-3,-6,-16,-2
O=C(Cn1cnc2c(nnn2Cc2ccc(Cl)cc2)c1=O)NC1CCCC1,-10,-2,60,-7,11,-9,-10,-27,5,-6,-4
O=[N+]([O-])c1nn(-c2ccc3c(c2)OCCO3)n(O)c1=NCc1ccccc1Cl,-37,-23,-109,11,3,-50,18,-58,-65,-90,20
Cc1onc(-c2ccccc2Cl)c1C(=O)Nc1ccc(-n2nncc2C(C)(C)C)cc1,25,-11,4,3,-28,18,6,2,-9,4,0
COc1ccc([C@H]2CN(c3ccc(OC)cc3)C(=O)[C@@H]2CC(=O)Nc2ccc(Br)cc2)cc1,-3,-3,-4,-7,-19,1,-2,3,-1,17,4
COC(=O)c1ccc(CN2C(=O)NC3(CCC(C)CC3)C2=O)cc1 (stereo unspecified),-55,-18,-32,-35,17,-10,-5,-55,-54,-21,8
CSc1ncnc2c1ncn2CCCN(C)CCc1ccccn1,-5,2,-9,-15,6,6,-8,-1,5,13,1
COc1cc([N+](=O)[O-])ccc1NC(=S)NNC(=O)CCC(=O)Nc1ccccc1Cl,13,0,7,6,-5,-3,-3,-8,17,-13,-14
CC(=O)Nc1ccc(NC(=O)c2c(C)nn(-c3ccccc3)c2Cl)cc1C,-12,-11,-14,-4,-7,6,9,9,13,11,-2
O=C(NCc1ccccc1)c1[nH]c(C(F)(F)F)nc1-c1ccccc1,18,.,-11,4,-4,2,14,-13,6,14,-29
C[C@H](NC(=O)[C@H](Cc1ccccc1)NC(=O)c1cc2cc(Cl)ccc2n1C)C(=O)O,-1,-2,-18,12,-6,3,-8,-25,-6,11,-7
COc1ccc(OC)c(NC(=O)c2cccc(NC(=O)c3ccccc3C(=O)O)c2)c1,-20,-1,4,-6,-14,7,0,-4,0,2,8
COc1cc(OC)cc(C(=O)NNC(=O)CN2C(=O)NC(C)(c3ccc(C)cc3)C2=O)c1 (stereo unspecified),-17,-2,-11,11,0,-11,2,-32,7,-7,-15
COc1ccc(C(=O)NCCS(=O)(=O)N2CCN(Cc3ccccc3)CC2)cc1,0,-3,-6,2,-3,10,3,9,-9,-16,-20
CCC(C)NC(=O)c1ccc(Cl)c(S(=O)(=O)Nc2ccccc2N2CCOCC2)c1 (stereo unspecified),13,2,7,12,-26,-5,0,2,-12,-1,8
Nn1c(SCC(=O)Nc2nc3ccccc3s2)nncc1=O,9,-19,-4,-27,-10,-5,2,-24,3,6,1
CC(NC(=O)CSc1nc(=O)cc(N)n1CCc1ccccc1)c1ccccc1 (stereo unspecified),9,2,6,20,4,6,-8,2,6,-13,-14
CCCCN(Cc1ccccc1)C(=O)C1CCN(S(=O)(=O)c2c(C)noc2C)CC1,21,0,17,-6,7,-6,7,-5,9,1,-3
Cc1ccccc1-n1c(SC(C)C(N)=O)nnc1-c1cccnc1 (stereo unspecified),-4,1,-8,22,-10,15,-7,2,8,-6,1
COc1ccc(-n2c(SCC(=O)Nc3ccc4c(c3)OCO4)nnc2C(C)N2CCCCC2)cc1 (stereo unspecified),-8,-9,3,-7,-17,-5,-2,-5,12,-32,-5
O=C(COc1ccc(Cl)cc1Br)N1CCN(c2ncccn2)CC1,4,9,-7,-24,14,-7,-24,-5,-8,-7,-1
CCCCNC(=O)CSc1nnc(Cc2ccc(Cl)c(Cl)c2)c(=O)[nH]1,11,2,6,7,-4,7,7,-2,-9,10,5
COc1cc([N+](=O)[O-])ccc1NC(=O)C[n+]1cccc(C(C)=O)c1,-16,-10,-4,-6,-19,-28,22,-4,8,24,-18
CN(C)S(=O)(=O)c1cccc(NC(=O)COC(=O)CCC(=O)c2cccs2)c1,5,3,-10,-5,-8,-1,2,3,9,14,-2
O=C(NCCS(=O)(=O)c1ccc(Br)cc1)c1ccccc1,3,-5,7,-6,-8,-6,8,-24,-1,-15,3
Cc1ccc(S(=O)(=O)CCCS(=O)(=O)c2ccc(C)cc2)cc1,7,4,-5,2,-1,0,11,4,-15,-1,16
CC(=O)Nc1ccc(C(=O)Nc2nc(-c3cccnc3)cs2)cc1,11,-10,-14,44,8,-10,-7,-28,12,-11,-8
COc1cccc(-c2c(C(=O)N/N=C(\C)c3ccncc3)nnn2-c2nonc2N)c1,22,0,9,8,16,-4,-14,2,-5,-8,8
CCOC(=O)CCNC(=O)CNC(=O)OCc1ccccc1,-9,3,-18,6,2,-8,-2,1,7,1,6
CCCOc1cccc(C2/C(=C(/O)c3ccc4c(c3)CC(C)O4)C(=O)C(=O)N2CCN2CCOCC2)c1 (stereo unspecified),13,0,-14,3,22,5,0,10,3,-1,8
Cc1ccc(C(=O)N2CCC3(CC2)Oc2ccc(Cl)cc2C(=O)C32CC(c3ccccc3)=NO2)s1 (stereo unspecified),2,3,22,-8,12,10,2,-11,-3,16,-4
Cc1ccc(NC(=O)CN(C)CC(=O)Nc2c(C)cccc2C)c(Br)c1,-3,-8,-1,-13,13,-1,0,4,4,-3,0
CCOc1ccc(C(C)NC(=O)Nc2ccccc2C(=O)OC)cc1 (stereo unspecified),-1,-7,12,-7,0,-14,7,-2,0,-10,-21
Cc1cccc(NC(=O)c2ccccc2NC(=O)c2ccccc2)n1,19,-11,17,25,-6,5,-3,8,-3,23,3
CCCCN(C)c1c(C)nc2ccc(C(=O)NCc3cccs3)cn12,9,.,16,-4,1,-3,-1,-22,-17,-15,-10
COc1cc(CCC(=O)OCC(=O)Nc2cccc(S(=O)(=O)N(C)C)c2)cc(OC)c1OC,12,-4,7,-11,12,5,5,-21,-14,9,-12
COc1ccc(/C=N/NC(=O)c2ccc(NC(C)=O)cc2)cc1COc1ccc(F)cc1F,16,-5,10,-11,-10,8,12,7,-3,28,2

# Complete entries, looked up by structure. Order of screens: TROY NFkB inh	LMP1 NFkB inh	Shn3 3UTR inh	TWEAK-Fn14 inh	CF NFkB block	NR2F2 inh	KKLEB tox	NCOA1 inh	NCOA3 inh	NR5A2 inv ag	TRAIL sens C8
# `O=C(NCc1ccccc1)c1[nH]c(C(F)(F)F)nc1-c1ccccc1` is listed as 18	.	-11	4	-4	2	14	-13	6	14	-29
# `COc1ccc(C(=O)NCCS(=O)(=O)N2CCN(Cc3ccccc3)CC2)cc1` is listed as 0	-3	-6	2	-3	10	3	9	-9	-16	-20

# (more compounds)
SMILES,TROY NFkB inh,LMP1 NFkB inh,Shn3 3UTR inh,TWEAK-Fn14 inh,CF NFkB block,NR2F2 inh,KKLEB tox,NCOA1 inh,NCOA3 inh,NR5A2 inv ag,TRAIL sens C8
Cc1nc(C(=O)NC2CCOCC2)sc1C1(C)CC(c2ccccc2)=NO1 (stereo unspecified),1,9,5,-18,5,-18,10,-15,1,8,-7
CC(C)CC(c1nnnn1Cc1ccccc1)N1CCN(C(=O)c2ccco2)CC1 (stereo unspecified),10,-2,5,3,-13,-1,3,-3,6,-2,17
Cc1csc(SCC(=O)Nc2sccc2C#N)n1,4,13,-62,56*,-2,-37,-5,-97,-69,-182,-6
CCOc1ccc(CCNC(=O)CCCn2c(=O)c3cccn3c3cccnc32)cc1OCC,-24,-11,1,-17,0,6,-6,-4,-16,-8,1
Cc1ccc(-c2nn(CC(=O)NCCN3CCOCC3)c(=O)c3ccccc23)cc1,0,-2,-2,5,-12,-13,16,12,7,23,-4
CC(=O)Nc1ccc(NC(=O)C(C)Sc2nnc(-c3ccc4c(c3)OCO4)o2)cc1 (stereo unspecified),-30,-16,-15,8,-7,-12,-2,-46,-25,-46,-7
COc1ccc(CCC(C)NCc2cccc(Br)c2)cc1 (stereo unspecified),-2,5,5,-9,6,-13,-8,-9,-8,-11,2
CC(C)OCCCNC(=O)C(NC(=O)c1ccc(Cl)cc1)C(C)C (stereo unspecified),-2,2,-18,0,-18,11,12,-9,15,18,-4
O=c1cc(NCc2ccccc2)c2ccccc2o1,24,7,-24,8,-1,9,2,2,6,10,-5
COC(=O)c1ccccc1NC(=O)C1CCCCC1C(=O)O (stereo unspecified),-16,-15,-38,11,-9,2,-4,15,10,-3,-1
CCCc1nn2c(N)c(/C=C3\C=Nc4ccccc43)c(=O)nc2s1,-18&-1,-2&8,10&13,-30&1,-20&-6,-3&19,12&2,-7&-20,7&17,13&-3,-4&3
COc1ccc(OCc2cc(C(=O)NCC3CCCCO3)no2)c(Cl)c1 (stereo unspecified),-62,-11,-48,-28,-8,-47,9,-30,-59,-63,6
O=C(Nc1ccccc1C(=O)N1CCOCC1)C1CCCO1 (stereo unspecified),-10,4,-35,-4,11,-10,2,2,2,-21,3
CC1CCN(c2ccc3c(c2)S(=O)(=O)c2cccc(C(=O)NC4CC4)c2C3=O)CC1,-50,-9,-22,-18,2,-27,-5,-31,-16,-11,22
Cc1nc(C)c(C(=O)NCc2ccccc2Cl)o1,5,8,-6,-15,-5,.,-8,18,18,-5,-3
O=C(Cn1cnc2c(nnn2Cc2ccc(F)cc2)c1=O)N1CCCCC1,4,-2,-19,-4,4,-18,10,-12,3,21,-6

# The list is partial; the hit share may differ from the screen's.
